High-throughput results: PubChem, National Center for Advancing Translational Sciences (NCATS)
RGS4 inh – inhibitors of human regulator of G protein signaling 4 | P49798 | Transcreener GDP fluorescence polarization, RGS4-accelerated GTP hydrolysis | Potency, µM (doses to about 114 µM), for the others: top-dose activity change, negative = inhibition, usual class: inhibitors | actives 0.039% (n = 390,000) | AID 504845; further: on the % scale 0 is the no-effect control and ±100 the full control effect; nearly all actives have a fitted effect of over 75% in size; some results filed as inactive show a strong effect at the top dose
Target sequence (P49798 whole entry, looked up): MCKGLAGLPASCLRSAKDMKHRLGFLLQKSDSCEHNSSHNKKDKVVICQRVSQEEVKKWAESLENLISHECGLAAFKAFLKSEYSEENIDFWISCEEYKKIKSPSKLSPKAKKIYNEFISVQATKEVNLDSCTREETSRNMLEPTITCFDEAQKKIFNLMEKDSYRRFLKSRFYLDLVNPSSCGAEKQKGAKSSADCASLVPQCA
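MLSMR compounds (23 nl, pin-transferred) preincubated 10 min at room temperature with a 500nM (2x) first reagent, then RGS4 at 900nM (2x) plus Transcreener GDP mix added; fluorescence polarization (620/688 nm) read before and after 90 min at 30 °C.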
TrxR1 substrate – substrates of rat thioredoxin reductase 1. AID 588456. purified TrxR1 substrate turnover, NADPH consumption readout. O89049. Potency, µM (top dose mostly 114 µM), inactives show at the highest dose activity change, negative = substrate turnover. actives 0.01% (n = 390,000); further: on the % scale 0 is the no-effect control and ±100 the full control effect; nearly all actives have a fitted effect of over 50% in size
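Rat TrxR1, dispensed at 90 nM, was prereduced with 400 uM NADPH (final) for 5 min at ~22 deg C, then incubated with compound 15 min before 400 uM selenite. A first-read NADPH fluorescence drop versus no-compound background flagged substrates.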
USP1 inh – USP1/UAF1 (human) deubiquitinase inhibition. O94782. Potency, µM (top dose mostly 57.1 µM), without a hit: at the top dose activity change, negative = inhibition, hits mostly inhibitors. recombinant USP1/UAF1, Ub-Rhodamine cleavage fluorescence. actives 0.23% (n = 390,000); further: on the % scale 0 is the no-effect control and ±100 the full control effect; nearly all actives have a fitted effect of over 60% in size; inactives centre near -12
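High-throughput fluorogenic screen: 1nM USP1/UAF1 complex, Ub-Rho substrate 150nM final, 50mM HEPES pH 7.8 with 0.5mM EDTA, 0.1 mg/ml BSA, 1mM TCEP and 0.01% Tween-20.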
RXFP1 ag – RXFP1 (human) receptor agonism. HEK293T-RXFP1 cAMP TR-FRET, 30 min; response scale: percent of porcine relaxin response, buffer zero. Potency, µM (doses to about 57.5 µM), without a hit: at the highest dose activation, most hits filed as activators. Q9HBX9. actives 0.3% (n = 370,000); further: on the % scale 0 is the no-effect control and ±100 the full control effect; nearly all actives have a fitted effect of over 60% in size; many of its hits are not listed in these tables
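HEK293T cells stably expressing RXFP1 were pretreated with the PDE4 inhibitor Ro 20174, exposed to compounds for 30 min at 37C, lysed, and cAMP was read by TR-FRET. Data normalized to buffer (basal) and 29 nM porcine relaxin (100%).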
Vif-APOBEC3G blk – inhibitors of Vif-APOBEC3G interaction | Q9HC16 | HeLa A3G-eYFP + Vif (tagged APOBEC3G with the HIV-1 protein that degrades it), YFP fluorescence, overnight | Potency, µM (doses to about 46.1 µM), for inactives: at the top dose activity, negative = active, actives largely listed as inhibitors | actives 0.076% (n = 410,000);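 further: on the % scale 0 is the no-effect control and ±100 the full control effect; nearly all actives have a fitted effect of over 60% in size; hits raise eYFP signal because A3G escapes Vif-driven loss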
Target sequence (Q9HC16 whole entry, looked up): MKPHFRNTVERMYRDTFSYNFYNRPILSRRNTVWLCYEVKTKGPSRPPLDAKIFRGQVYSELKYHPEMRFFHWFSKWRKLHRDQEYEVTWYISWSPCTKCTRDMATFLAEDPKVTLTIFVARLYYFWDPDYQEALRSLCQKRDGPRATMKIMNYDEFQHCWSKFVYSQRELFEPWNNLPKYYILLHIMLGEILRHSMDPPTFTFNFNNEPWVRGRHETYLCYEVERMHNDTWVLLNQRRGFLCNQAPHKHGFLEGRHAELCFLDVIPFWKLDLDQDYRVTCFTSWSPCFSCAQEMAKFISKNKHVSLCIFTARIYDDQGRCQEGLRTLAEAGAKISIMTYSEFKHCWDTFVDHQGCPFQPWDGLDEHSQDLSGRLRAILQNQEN
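HeLa cells stably expressing Vif and C-terminally eYFP-tagged A3G, seeded overnight at 37 deg C, then exposed to compound by pintool overnight at 37 deg C. Rise in yellow fluorescence (Ex 488/Em 500-530, Acumen) marks blocked Vif-driven A3G degradation.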
rTrxR1 inhibitor – inhibitors of rat thioredoxin reductase 1; O89049; recombinant rTrxR1, NADPH fluorescence consumption, selenite substrate; Potency, µM (doses to about 114 µM), inactives show top-dose activity change, negative = inhibition, usual class: inhibitors; actives 1% (n = 390,000); AID 588453; further: on the % scale 0 is the no-effect control and ±100 the full control effect; nearly all actives have a fitted effect of over 65% in size
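Rat TrxR1 (90 nM in the dispensed reagent) was pre-reduced with 400 uM NADPH for 5 min at room temperature, then incubated with compound for 15 min. After 400 uM selenite was added, NADPH fluorescence (Ex 340/Em 450 nm) was followed for 8 min.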
ALOX12 inh – blocks human arachidonate 12S-lipoxygenase. P18054. purified 12hLO, xylenol orange hydroperoxide absorbance. Potency, µM (series often up to 108 µM), for the others: top-dose activity change, negative = inhibition, usual class: inhibitors. actives 1.1% (n = 580,000). AID 1671190; further: on the % scale 0 is the no-effect control and ±100 the full control effect
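Purified human 12hLO at 150 nM in 25 mM Hepes, 0.01% Triton X-100, pH 7.0, preincubated 15 min at room temperature with compound. Reaction started with 40 uM arachidonic acid, 30 min at room temperature. Hydroperoxide measured by Fe-xylenol orange, 573/405 nm absorbance ratio.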
Vif-A3F inh – inhibitors of Vif-A3F interaction. HeLa A3F-eYFP + Vif (tagged APOBEC3F with the HIV-1 protein that degrades it), YFP fluorescence increase. Potency, µM (highest dose often 46.1 µM), without a hit: top-dose activity, negative = active. actives 0.2% (n = 390,000). AID 602313; further: % of control where 0% means no effect; nearly all actives have a fitted effect of over 65% in size
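HeLa cells stably expressing Vif plus C-terminally eYFP-tagged A3F were seeded, incubated overnight at 37 deg C, dosed with compound, incubated overnight again at 37 deg C. Yellow fluorescence (Ex 488/Em 500-530) reported blocked Vif-mediated A3F-eYFP degradation.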
IDH1 R132H inh – blocks human mutant IDH1 R132H enzyme; O75874; IDH1-R132H enzyme, NADPH consumption, diaphorase/resazurin fluorescence; Potency, µM (highest dose often 76.6 µM), for inactives: top-dose activity change, negative = inhibition, usual class: inhibitors; actives 0.093% (n = 390,000); further: on the % scale 0 is the no-effect control and ±100 the full control effect; nearly all actives have a fitted effect of over 65% in size
Target sequence (O75874 whole entry R132H, stated change not applied): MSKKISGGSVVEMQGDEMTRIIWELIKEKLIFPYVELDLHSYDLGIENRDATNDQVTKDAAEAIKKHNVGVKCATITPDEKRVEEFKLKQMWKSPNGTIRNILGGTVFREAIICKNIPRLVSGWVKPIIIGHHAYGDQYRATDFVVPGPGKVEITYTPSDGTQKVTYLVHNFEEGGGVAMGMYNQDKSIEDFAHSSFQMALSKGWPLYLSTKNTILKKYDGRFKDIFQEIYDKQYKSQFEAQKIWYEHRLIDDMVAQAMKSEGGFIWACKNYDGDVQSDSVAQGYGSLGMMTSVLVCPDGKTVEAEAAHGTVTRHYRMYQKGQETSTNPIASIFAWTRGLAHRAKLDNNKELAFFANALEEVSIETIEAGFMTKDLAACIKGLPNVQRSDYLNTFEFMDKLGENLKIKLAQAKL
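IDH1-R132H (0.5 ug/mL) preincubated 30 min with compound, then NADPH (0.016 mM) and alpha-KG (2 mM) added; 80 min at RT, pH 7.5. Remaining NADPH coupled via diaphorase/resazurin to fluorescence (540/590 nm); concentration-response curves normalized to no-enzyme control.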
Starred values were filed as active, the others as inactive; ? = inconclusive; . = no result given; & = joins results of further samples; [ ] = remark or other dose. The call rests on the fitted dose curve; in most records, active means well fitted curve in the direction sought with a large enough effect; inconclusive means small, poorly fitted or top-dose-only effect, or another doubt; inactive means no such curve, though single readings can be large; an effect the other way counts as inactive or inconclusive. Potency means the concentration at half of the fitted maximal effect.

SMILES	RGS4 inh	TrxR1 substrate	USP1 inh	RXFP1 ag	Vif-APOBEC3G blk	rTrxR1 inhibitor	ALOX12 inh	Vif-A3F inh	IDH1 R132H inh
CCOc1ccc(CNC(=O)C2CCC(=O)N2C2CCCC2)cc1OC (stereo not given)	-24%	-8%	-4%	2.3%	1%	16%	8%	0%	-4%
C=CCN1C(=O)c2ccccc2Sc2ccc(C(=O)NCC(OC)OC)cc21	23%	6%	-18%	?	2%	33%	13%	0%	-2%
NC(N)=NCCCC(NC(=O)c1ccccc1)C(=O)Nc1ccc([N+](=O)[O-])cc1 (stereo not given)	-6%	4%	-25%	-0.8%	-7%	12%	?	-21%	-1%
O=C(COC(=O)c1ccc([N+](=O)[O-])s1)NC(=O)NCc1ccccc1	-3%	-17%	?	-0.5%	-1%	?	-19%	-7%	0%
COc1ccc(C2SCCN2C(=S)Nc2ccc(F)cc2)cc1 (stereo not given)	-39%	-5%	-13%	-2.9%	0%	27%	17%	-1%	6%
Cc1cnc(CN2CCc3c([nH]c4ccccc34)C2C2CCCCC2)[nH]1 (stereo not given)	-15%	8%[57.1 µM]	-13%	-2.1%	5%	2%[57.1 µM]	-2%	-7%	4%
CCOC(=O)c1cc(OC(=O)c2cccc([N+](=O)[O-])c2)n(-c2ccccc2)n1	4%	-5%	2%	-0.1%	0%	0%	-20%	-4%	-2%
CO/N=C(/CNC(=O)c1ccc(Cl)cc1Cl)c1ccc(Cl)cc1	-11%	0%	-21%	-0.1%	0%	8%	460%[activator]	3%	4%
CCCCNC(=O)/C=C/c1cccs1	-7%	-9%	-11%	3.3%	3%	-13%	10%	-15%	0%
Cc1nc2ccccc2nc(=O)c1NNc1ccc([N+](=O)[O-])cc1	-30%	-4%	-4%	-3.5%	-5%	8%[57.1 µM]	?	6%	15%
CCCCCCC1CCC(C(=O)N2CCOCC2)CC1 (stereo not given)	12%[56.9 µM]	-5%	-9%	-0.8%	1%	-1%	-10%	-5%	-2%
O=C(O)CCn1ccc2cc(S(=O)(=O)N3CCCCC3)ccc21	5%	-3%	12%	-1.2%	2%	-8%	-8%	-1%	-5%
CCOc1ccc(S(=O)(=O)N2CCCC(C(=O)NCc3ccncc3)C2)cc1Cl (stereo not given)	8%	-3%	-3%	-2.3%	3%	10%	-16%	3%	-8%
Cc1ccccc1C(=O)Nc1c(C(=O)N(CCN(C)C)Cc2ccco2)oc2ccccc12	4%	0%	-10%	1.4%	5%	0%	13%	1%	7%
CCOC(=O)N1CCC(N(CCN(C)C)C(=S)Nc2cc(C)ccc2C)CC1	-29%	-6%	-22%	-0.3%	0%	-18%	12%	0%	1%
Cc1ccc(/C(=N/Nc2nc3ccccc3s2)C2=C(O)c3ccccc3C2=O)cc1	?	4%[57.1 µM]	-23%	0.8%	0%	-2%[57.1 µM]	3.5µM*	4%	7%
O=C(N/N=C/c1ccc([N+](=O)[O-])o1)c1ccc(O)cc1	-9%	-3%	-17%	0.5%	-12%	20µM*	-15%[22.9 µM]	7%	13%
Cc1ccc(C(=O)NCCOc2cccc3cccnc23)cc1Cl	-1%	8%[57.1 µM]	-8%	4.9%	1%	6%[57.1 µM]	-10%	-4%	-3%
N#CCC(=O)N/N=C/c1c(-c2ccccc2)n(-c2ccccc2)c2ccccc12	-49%	7%	-13%	-3.0%	3%	11%	-35%	0%	-1%
CCCS(=O)(=O)N1CCC(C(=O)NCCC(C)C)CC1	7%[56.9 µM]	-2%	-4%	2.3%	-2%	3%	3%	-8%	-1%

Among those listed so far, 3 have a Cl atom:
SMILES	RGS4 inh	TrxR1 substrate	USP1 inh	RXFP1 ag	Vif-APOBEC3G blk	rTrxR1 inhibitor	ALOX12 inh	Vif-A3F inh	IDH1 R132H inh
CO/N=C(/CNC(=O)c1ccc(Cl)cc1Cl)c1ccc(Cl)cc1	-11%	0%	-21%	-0.1%	0%	8%	460%[activator]	3%	4%
CCOc1ccc(S(=O)(=O)N2CCCC(C(=O)NCc3ccncc3)C2)cc1Cl (stereo not given)	8%	-3%	-3%	-2.3%	3%	10%	-16%	3%	-8%
Cc1ccc(C(=O)NCCOc2cccc3cccnc23)cc1Cl	-1%	8%[57.1 µM]	-8%	4.9%	1%	6%[57.1 µM]	-10%	-4%	-3%

Complete entries from above. Screens in order: RGS4 inh | TrxR1 substrate | USP1 inh | RXFP1 ag | Vif-APOBEC3G blk | rTrxR1 inhibitor | ALOX12 inh | Vif-A3F inh | IDH1 R132H inh
CCCCNC(=O)/C=C/c1cccs1 reads -7% | -9% | -11% | 3.3% | 3% | -13% | 10% | -15% | 0%
CO/N=C(/CNC(=O)c1ccc(Cl)cc1Cl)c1ccc(Cl)cc1 reads -11% | 0% | -21% | -0.1% | 0% | 8% | 460%[activator] | 3% | 4%

Next entries follow.
SMILES	RGS4 inh	TrxR1 substrate	USP1 inh	RXFP1 ag	Vif-APOBEC3G blk	rTrxR1 inhibitor	ALOX12 inh	Vif-A3F inh	IDH1 R132H inh
O=C(c1ccc2ccccc2c1O)N1CCCCC1	.	.	-11%	.	-5%	.	-30%	-1%	-1%
CC(C)Cn1c(N)c(C(=O)COC(=O)c2ccc(Cl)cc2)c(=O)n(C)c1=O	-14%	-3%	-25%	-2.7%	8%	13%	8%	12%	0%
NC(=NC(=O)c1cccc(C(F)(F)F)c1)c1ccc(C(F)(F)F)cn1	-14%	-2%[57.1 µM]	-20%	8.6%	-4%	9%[57.1 µM]	198%[activator]	0%	13%
CCOc1cc(/C=C2/C(=O)N(c3ccccc3)N=C2C)ccc1OC(=O)c1cccs1	-42%	-5%	-21%	-0.1%	1%	-21%	?	3%	7%
COc1ccc(CNC(=O)CCCn2nc(C)n3c(cc4sccc43)c2=O)cc1	-24%[56.9 µM]	-5%&8%	-19%&-3%	11%&8.1%	-4%&1%	7%&17%	6%&0%	-3%&-4%	0%&23%
Cc1cc(C)cc(C(=O)NCCc2sc(-c3ccc(F)cc3)nc2C)c1	7%	2%[57.1 µM]	-23%	3.0%	-1%	10%[57.1 µM]	-26%	2%	-2%
Cc1oc(-c2ccccc2F)nc1CN1CCC(C(=O)NCc2cccnc2)CC1	14%	1%	-1%	0.3%	0%	-6%	0%	-10%	1%
O=C(CC(=O)Nc1ccccc1[N+](=O)[O-])Nc1ccccc1[N+](=O)[O-]	2%	-7%	-6%	3.4%	1%	12%	-1%	-17%	5%
Cc1cnc(NC(=O)C2CC(=O)N(c3ccc4c(c3)OCCO4)C2)s1 (stereo not given)	-7%	-1%[11.4 µM]	-3%	.	1%	-16%[11.4 µM]	-10%	1%	3%
Cc1ccc(-c2nc(NCc3ccco3)c3ccccc3n2)cc1	-16%	-4%	-17%	3.9%	-15%	6%	-18%	?	-11%
CC(=O)Nc1nonc1-c1nnc(SCC(=O)Nc2ccc(C)cc2)n1-c1ccccc1	-35%	15%	?	3.2%	-5%	20%	-15%	0%	5%
Cc1ccc(C(=O)Nc2ccc3nc(C)sc3c2)s1	-4%	-7%	-27%	2.8%	1%	-2%	2%	4%	11%
Cc1ccccc1C(=O)NC(=S)Nc1ncccn1	-4%	2%	-8%	2.0%	-1%	-10%	?	-24%	-1%
CCNC(=S)N(Cc1ccccc1)Cc1nc2ccccc2c(=O)[nH]1	-23%	11%	-11%	1.4%	-6%	-13%	9%	6%	2%
COc1ccc(C(=O)NCCCSC)cc1OC1CCN(C(C)C)CC1	-21%	9%	-9%	0.0%	-3%	-2%	25%	-2%	6%
O=C(Nc1ccc2nc(SCC(=O)N3CCCC3)sc2c1)c1cccc(Br)c1	-15%	8%	-29%	-1.0%	1%	33%	?	4%	-4%
O=[N+]([O-])c1cc(Cl)cc(/C=N/NC(=S)Nc2ccc(S(=O)(=O)N3CCOCC3)cc2)c1O	34%[11.4 µM]	-7%	?	2.2%	4%	79µM*	?	-12%	?
Cc1sc(NC(=O)C2=COCCO2)c(C#N)c1C	-46%	-4%	-12%	0.5%	2%	-7%	?	0%	0%
CCC1CCCCN1C(=O)c1ccc(OC2CCN(C(=O)COC)CC2)cc1 (stereo not given)	6%	9%[57.1 µM]	-18%	-1.3%	0%	17%[57.1 µM]	0%	-3%	-1%
COc1ccc(OC)c(CNC(=O)c2ccc(NC(=O)c3nsc4ccccc34)cc2)c1	12%	1%[57.1 µM]	-11%	-2.2%	-3%	23%[57.1 µM]	3%	6%	0%
COc1ccc(OC)c(CNS(=O)(=O)c2cc(-c3onc(C)c3C)ccc2C)c1	15%	8%[57.1 µM]	12%	1.3%	-2%	14%[57.1 µM]	-29%	-1%	-4%
COc1ccccc1NC(=S)NC(NC(=O)c1ccco1)C(Cl)(Cl)Cl (stereo not given)	1%	-4%	-7%	1.6%	-1%	?	-21%	-14%	5%
COc1ccc(C(=S)N2CCOCC2)cc1OC(=O)c1cccc([N+](=O)[O-])c1	-2%	-3%	-16%	-1.1%	-7%	7%	-17%	2%	4%

Part of the list above, showing only RGS4 inh.
Compound | RGS4 inh
COc1ccc(OC)c(CNS(=O)(=O)c2cc(-c3onc(C)c3C)ccc2C)c1 | 15%
CC(C)Cn1c(N)c(C(=O)COC(=O)c2ccc(Cl)cc2)c(=O)n(C)c1=O | -14%
CCC1CCCCN1C(=O)c1ccc(OC2CCN(C(=O)COC)CC2)cc1 (stereo not given) | 6%

The list is partial; count on the stated rates, not on these rows.
